Bioassay records (PubChem)
Tb PFK block: blocks T. brucei phosphofructokinase; Potency, µM (titrated, usually from 57.5 µM), inactives show at the top dose activity, negative = inhibition, hits mostly inhibitors; AID 485367; 330,000 compounds, 0.17% hits; T. brucei PFK, ADP-Glo luminescence; O15648;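 also: potency is read from the fitted curve at half-maximal effect; 0% = uninhibited 1x PFK enzyme wells and -100% = no-enzyme wells; nearly all actives have a fitted effect of over 60% in size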
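PFK 1.25 nM, F6P 0.5 mM, ATP 0.1 mM, 0.1 M TEA pH 8.0, 5 mM MgCl2, 0.01% Tween20, 0.1% BSA; 45 min RT. ADP-Glo readout. qHTS titration up to 57 uM; curves fitted, compounds curve-classed.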
Mito fusion yeast: mitochondrial division inhibition or fusion activation. 320,000 compounds, 0.23% hits. S. cerevisiae fusion-defective mutant growth rescue, CellTiterGlo 48 h. Potency, µM (doses to about 46.1 µM), inactives show at the top dose growth rescue (activation), usual class: activators. AID 485298;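 also: potency is read from the fitted curve at half-maximal effect; % of control where 0% means no effect; nearly all actives have a fitted effect of over 45% in size; temperature-sensitive fusion mutants such as fzo1-1 at 37 °C on non-fermentable ethanol glycerol medium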
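Growth-rescue viability read-out: after 48 h at the non-permissive 37C in glycerol/ethanol YPEG, yeast mitochondrial fusion mutants are measured by CellTiterGlo luminescence; compounds (23 nl pinned per well) restoring growth score as division inhibitors or fusion activators.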
B2AR arrestin: beta2AR (human) beta-arrestin recruitment activity; beta-arrestin recruitment to beta2AR, cell-based reporter; P07550; AID 492947; 330,000 compounds, 0.02% hits; Potency, µM (top dose mostly 46.1 µM), without a hit: top-dose activation, actives largely listed as activators;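 also: potency is read from the fitted curve at half-maximal effect; 0% = DMSO controls and full agonism = EC100 isoproterenol or metaproterenol; nearly all actives have a fitted effect of over 65% in size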
Target sequence (P07550 whole entry, looked up): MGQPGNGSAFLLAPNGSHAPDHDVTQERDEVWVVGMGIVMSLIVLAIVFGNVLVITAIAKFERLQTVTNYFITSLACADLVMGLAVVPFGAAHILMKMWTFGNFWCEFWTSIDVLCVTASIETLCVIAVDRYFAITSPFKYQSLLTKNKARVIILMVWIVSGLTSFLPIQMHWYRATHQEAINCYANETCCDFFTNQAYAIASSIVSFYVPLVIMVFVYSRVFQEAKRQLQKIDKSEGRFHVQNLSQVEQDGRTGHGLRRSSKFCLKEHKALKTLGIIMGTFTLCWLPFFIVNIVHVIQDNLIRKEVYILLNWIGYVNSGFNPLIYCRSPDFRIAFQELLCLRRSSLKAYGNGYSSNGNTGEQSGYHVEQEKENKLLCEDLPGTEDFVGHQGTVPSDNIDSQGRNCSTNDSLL
PTAP TSG101 blk: blocks PTAP/TSG101 interaction to inhibit HIV-1 budding. Q99816. Fluorescence polarization, FITC-PTAP peptide / Tsg101 binding. Potency, µM (series often up to 115 µM), inactives show at the highest dose activity change, negative = inhibition, usual class: inhibitors. 340,000 tested, under 10 active. AID 493005; active = well fitted inhibition curve with a large enough effect in the main read-out, with a control signal flat, not every such curve was filed as active; inconclusive = small, poorly fitted or top-dose-only effect, or effect the other way, or a change in a side signal; inactive = no such curve, though single readings can be large or run the other way; also: potency is read from the fitted curve at half-maximal effect; % of control where 0% means no effect
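Tsg101 binding domain (10 uM final) was mixed with compound and a FITC-labeled PTAP peptide (50 nM final) in HEPES pH 7.5 buffer with NaCl, Tween 20, EDTA and TCEP; fluorescence polarization was read after 20 min at r.t.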
TCR activator: T cell receptor activation | primary human leukocytes, anti-CD3, IL-2 HTRF, 48 h | Potency, µM (titrated, usually from 9.22 µM), for the others: at the highest dose activation of IL-2 secretion, actives largely listed as activators | 330,000 tested, under 10 active; also: % of control where 0% means no effect
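Readout: HTRF IL-2, Eu-cryptate/d2 antibody pair, 320nm excitation, 665nm emission. Stimulus: a-CD3 beads, no co-stimulation. Cells: primary human leukocytes. Exposure: 48 hr with compound.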
Eya2 inh: blocks the phosphatase activity of human Eya2 | recombinant Eya2, OMFP fluorescence dephosphorylation (OMFP is methylfluorescein phosphate) | Potency, µM (doses to about 76.9 µM), inactives show at the highest dose activity, negative = inhibition, most hits filed as inhibitors | 330,000 compounds, 0.006% hits; also: potency is read from the fitted curve at half-maximal effect; % is scaled to controls: 0 for no effect and ±100 for the full control effect
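Eya2 protein (added as 0.2 uM solution) was preincubated with compound for 10 min at ambient temperature in 50 mM HEPES pH 7.5, 50 mM NaCl, 5 uM MgCl2, 0.05% BSA, 1 mM DTT. OMFP (added at 50 uM) then reacted 10 min; fluorescence read at 485/525 nm.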
USP2a block: USP2a (human) protease inhibition. Potency, µM (titrated, usually from 38.3 µM), for the others: top-dose activity change, negative = inhibition, hits mostly inhibitors. 330,000 compounds, 0.01% hits. O75604. USP2 core, Ub-CHOP2 coupled fluorogenic reporter, 485/531;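 also: potency is read from the fitted curve at half-maximal effect; plate controls were DMSO wells for no effect and full inhibition by NEM control for full effect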
Target sequence (O75604 whole entry, looked up): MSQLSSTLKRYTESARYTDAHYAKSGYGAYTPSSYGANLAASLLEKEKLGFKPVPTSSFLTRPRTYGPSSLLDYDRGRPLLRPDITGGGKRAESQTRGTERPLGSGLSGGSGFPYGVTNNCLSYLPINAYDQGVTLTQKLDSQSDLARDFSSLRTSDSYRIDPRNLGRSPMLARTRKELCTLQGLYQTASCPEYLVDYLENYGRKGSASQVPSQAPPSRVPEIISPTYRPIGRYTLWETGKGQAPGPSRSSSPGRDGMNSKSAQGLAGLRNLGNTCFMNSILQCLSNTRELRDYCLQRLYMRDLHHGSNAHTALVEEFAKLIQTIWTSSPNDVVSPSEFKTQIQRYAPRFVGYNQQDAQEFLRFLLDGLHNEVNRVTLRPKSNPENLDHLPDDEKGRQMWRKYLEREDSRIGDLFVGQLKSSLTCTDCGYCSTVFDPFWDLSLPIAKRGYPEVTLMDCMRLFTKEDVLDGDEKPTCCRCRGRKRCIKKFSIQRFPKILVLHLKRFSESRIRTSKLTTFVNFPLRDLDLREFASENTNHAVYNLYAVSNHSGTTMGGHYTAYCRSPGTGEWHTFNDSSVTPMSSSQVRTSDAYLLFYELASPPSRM
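Deubiquitinase activity read as fluorescence (485/531 nm) after Ub-CHOP2 cleavage activates the enterokinase reporter on its substrate; USP2 core 10nM, Ub-CHOP2 and substrate 25nM each, 30min compound preincubation then 60min RT; data normalized to NEM, curves fitted.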
TSHR antag: blocks TSH signaling through the human TSH receptor; AID 504810; 330,000 compounds, 0.2% hits; TSHR-expressing cells, TSH-stimulated cAMP HTRF, 2 h; hits give low values; activity change, negative = inhibition, % at 11.5 µM; P16473;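 active = activity change below a set negative limit, meaning inhibition stronger than a set level, cut at about -70% in these data; inconclusive = activity change between two set negative limits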; also: % is scaled to controls: 0 for no effect and ±100 for the full control effect
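TSHR-expressing cells, 200/well, pre-treated with compound, then stimulated with EC80 TSH (4nM final) for 2 hours at 37 deg C. cAMP measured by competitive HTRF: anti-cAMP cryptate antibody in lysis buffer plus cAMP-d2, read after 30 minutes at room temperature.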
uPA surface inh: blocks generation of uPA at the cell surface; Potency, µM (titrated, usually from 38.3 µM), inactives show at the top dose activity change, negative = inhibition, actives largely listed as inhibitors; cell surface uPA generation assay, qHTS; 330,000 compounds, 0.31% hits; active = well fitted inhibition curve with a large enough effect; inconclusive = small, poorly fitted or top-dose-only effect; inactive = no such curve, though single readings can be large or run the other way; tested in mouse RAW 264.7 cells; also: potency is read from the fitted curve at half-maximal effect; % is scaled to controls: 0 for no effect and ±100 for the full control effect; nearly all actives have a fitted effect of over 55% in size
ELG1 repair inh: ELG1-dependent DNA repair inhibition; Potency, µM (highest dose often 46.1 µM), for inactives: top-dose activity change, negative = inhibition, most hits filed as inhibitors; 330,000 compounds, 2.3% hits; HEK293T ELG1-luciferase reporter, luminescence, 16 h; DNA damage induced by 5-fluorouridine; AID 504467; also: potency is read from the fitted curve at half-maximal effect; % is scaled to controls: 0 for no effect and ±100 for the full control effect; nearly all actives have a fitted effect of over 55% in size
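HEK293T cells expressing luciferase-tagged ELG1 (2,000/well) received 5-Fluorouridine plus compound or DMSO for 16 hr at 37 °C. Luciferase was read by ONE-Glo luminescence after 30 min at room temperature.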
BCR signal inh: chronic active BCR signaling inhibition; Potency, µM (top dose mostly 46.1 µM), for the others: top-dose ratio change, negative = lower green/red ratio, hits mostly inhibitors; AID 493014; 340,000 compounds, 0.05% hits; ABC-DLBCL IkBa-CBG/CBR reporter, luminescence ratio, 4 h; active = well fitted inhibition curve with a large enough effect in the signal ratio, with a control signal flat, not every such curve was filed as active; inconclusive = small, poorly fitted or top-dose-only effect, or effect the other way, or a change in a side signal; the % refers to the signal ratio;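 also: potency is read from the fitted curve at half-maximal effect; plate controls were basal doxycycline-induced cells for no effect and cells given 10 µM MG132 for full effect; MG132 reads +100%, hits lower the ratio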
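Concentration-response series (up to 46 uM) were applied to TMD8 dual-reporter cells for 4 h at 37C with doxycycline. Green/red ratio, after filter-overlap correction, defined %Activity; red signal alone was normalised to basal cells and zero luminescence.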
* hit, by the source's call; u = inconclusive; x = no result given; [ ] = dose if it differs, or a comment. Unless noted, calls follow the shape of the dose curve; as a rule, active = well fitted curve in the direction sought with a large enough effect; inconclusive = small, poorly fitted or top-dose-only effect, or another doubt; inactive = no such curve, though single readings can be large; an effect the other way counts as inactive or inconclusive.

| Compound | Tb PFK block | Mito fusion yeast | B2AR arrestin | PTAP TSG101 blk | TCR activator | Eya2 inh | USP2a block | TSHR antag | uPA surface inh | ELG1 repair inh | BCR signal inh |
| --- | --- | --- | --- | --- | --- | --- | --- | --- | --- | --- | --- |
| COc1ccc(C(OCC(O)CN2CCC(O)CC2)c2ccc(OC)cc2)cc1 (stereo unspecified) | 3% | 9% | -0.6% | -3% | -2% | -3% | -1% | -2 | -4% | 22% | -1% |
| Cc1ccc(-c2csc(N(Cc3ccco3)C(=O)c3cccs3)n2)cc1 | 1% | -6% | 9.6% | -2% | 1% | 10% | 2% | -10 | 3% | 0% | u |
| CCCOc1ccc(OCCOCCNCc2ccccc2)cc1 | 0% | -7% | -0.3% | -4% | 3%[46.1 µM] | 0% | 4% | 8 | 2% | 9% | -5% |
| CCCCCCN1N=C(C)C(C(=O)c2ccc(Cl)cc2)C1=O (stereo unspecified) | 0% | 0% | -0.7% | -3% | 6% | 4% | -2% | 11 | 3% | -3% | u |
| COCCN(C(=O)CSc1n[nH]c(-c2ccccc2)n1)c1c(N)n(Cc2ccccc2)c(=O)[nH]c1=O | 25% | 1% | -0.3% | 0% | 5% | 9% | 7% | 3 | 4% | 12% | u |
| O=C(c1cc(Cl)ccc1Cl)N1CCN(c2ccccn2)CC1 | u | 1% | -0.6% | -5% | 0% | 0% | 2% | -2 | 0% | -1% | u |
| CC(C)Cc1nnc(NC(=O)c2ccc3c(c2)NC(=O)C(C)S3)s1 (stereo unspecified) | -3% | 0% | -0.2% | 0% | 0% | 0% | 1% | -1 | 8% | 4% | u |
| Cc1cc(NC(=O)c2ccc(NC(=O)C3CCCO3)cc2)ccc1Br (stereo unspecified) | -14% | -14% | 0.4% | 0% | -12% | -2% | 3% | -17 | -1% | 20% | 5% |
| CC(C)CCn1c(=O)c2ccccc2n2c(CN3CCOCC3)nnc12 | -1% | 3% | 0.0% | -2% | -4% | 4% | -1% | -8 | -7% | 4% | 2% |
| CCCCN(C(=O)CSc1nnc2ccccn12)c1c(N)n(Cc2ccccc2)c(=O)[nH]c1=O | -10% | 0% | 8.0% | 1% | 2%[46.1 µM] | 3% | 1% | 0 | 2% | 7% | u |
| CCCCOC(=O)Cn1c(=O)c2c(nc(Br)n2Cc2ccccc2)n(C)c1=O | -2% | 13% | -0.3% | -8% | -3% | -14% | -1% | u | 12% | u | 1% |
| Cc1noc(N)c1C1(O)C(=O)N(C(C)C)c2ccccc21 (stereo unspecified) | 1% | 8% | 0.1% | -1% | -4% | 7% | 4% | 0 | -1% | -16% | 4% |
| Cc1ccc(C(C)(C)NC(=O)C2CCC(=O)N(CCCN3CCOCC3)C2)cc1 (stereo unspecified) | 5% | -5% | 0.2% | -7% | 0% | -1% | -2% | -46 | 1% | 13% | 3% |
| COc1ccccc1N(CC(=O)NC(C)C)S(=O)(=O)c1cccs1 | 0% | -9% | -0.6% | -2% | -3%[46.1 µM] | 3% | 2% | 3 | 0% | -14% | 1% |
| Cc1ccccc1-n1c(=O)cc(NCC2CCCO2)[nH]c1=O (stereo unspecified) | 4% | 0% | -0.5% | -3% | -4%[46.1 µM] | 8% | 1% | 2 | -3% | -2% | 12% |
| CCOC(=O)c1c(-c2ccc(C)cc2)csc1NC(=O)C1CC=CCC1C(=O)O (stereo unspecified) | -2% | 0% | -0.4% | -15% | -3% | 5% | 2% | -35 | 6% | 9% | -1% |
| COc1ccc(CCNC(=O)C2CCCN(S(=O)(=O)c3cnc[nH]3)C2)cc1OC (stereo unspecified) | -2% | 0% | -1.6% | -1% | 7% | 27% | 0% | -3 | -1% | 4% | u |
| Cc1ccc(OCC(=O)Nc2ccc3c(c2)OCO3)cc1C | -2% | 12% | 0.0% | 0% | 1% | 2% | 0% | 10 | -25% | 22% | u |
| O=C1CSC2(CCCCC2)N1CCO | 1% | 0% | -0.8% | -8% | 0% | -8% | -1% | -2 | x | 7% | u |
| CS(=O)(=O)N1CCSC1c1ccc(Br)cc1 (stereo unspecified) | 1% | -7% | 8.9% | -1% | -8% | -9% | -1% | -9 | 5% | u | u |
| Cc1ccc(-n2cc3ccc([N+](=O)[O-])cc3n2)cc1 | 7% | 8% | -0.7% | -5% | -4%[46.1 µM] | 3% | -1% | -11 | -4% | u | u |
| Cc1ccc(-n2cc(CNCCc3cscn3)c(-c3ccc(F)cc3)n2)cc1 | 0% | -19% | 0.0% | 0% | x | 5% | 5% | -4 | -3% | 7% | 9% |
| O=C(NCCc1ccccc1)c1nc(-c2cccs2)no1 | 2% | 5% | 0.3% | 1% | 1% | -17% | 15% | -5 | 1% | u | u |
| COc1ccc(NC(=O)CN(C)Cc2c(F)cccc2Cl)cc1S(=O)(=O)N1CCCCC1 | -1% | -5% | 0.0% | -5% | 5% | -4% | -4% | 37 | 3% | u | 3% |
| Clc1cnc(N/N=C/c2ccncc2)c(Cl)c1 | 7% | -10% | -0.3% | 0% | -3% | 10% | 0% | -7 | -4% | u | u |
| Cc1ccc(S(=O)(=O)N2CCCCC2)cc1C(=O)OC(C)C(=O)NCC1CCCCC1 (stereo unspecified) | -1% | -8% | 0.2% | -1% | 1% | -18% | 1% | -7 | -5% | 2% | 1% |
| CCn1cc(Br)c(C(=O)Nc2sc3c(c2C(N)=O)CCCC3)n1 | 1% | -1% | 0.2% | -3% | 0% | -2% | 0% | -11 | 2% | u | -3% |
| CCn1c(C)nc2cc(C(=O)NNS(=O)(=O)c3cc(Br)ccc3Br)ccc21 | 1% | 3% | 0.2% | 0% | -5% | -29% | 0% | -8 | 4% | -7% | -2% |
| O=C(Nc1ccccc1)N1CCSCC1 | 0% | 0% | 0.3% | -2% | -5% | -20% | 3% | -7 | 0% | 25% | u |
| Cc1c(O)c(S(=O)c2ccccc2)c(=O)n(-c2ccccc2)c1-c1ccccc1 (stereo unspecified) | -9% | -2% | 3.4% | 1% | 1%[46.1 µM] | 8% | -1% | 34 | 5% | 14% | u |
| CC(C)CC(NC(=O)C(CO)NC(=O)C1CCC(=O)N1)C(N)=O (stereo unspecified) | 2% | 2% | 0.0% | -2% | 8% | -8% | 0% | -1 | 5% | 6% | -11% |
| Cc1ccc(S(=O)(=O)N[C@H](C(=O)NCC2CCC(C(=O)O)CC2)C(C)C)cc1 (stereo partly specified) | -1% | 7% | 0.4% | -3% | -3% | 0% | 0% | 0 | -7% | 2% | 2% |

Of the compounds above, 5 have bromine:
| Compound | Tb PFK block | Mito fusion yeast | B2AR arrestin | PTAP TSG101 blk | TCR activator | Eya2 inh | USP2a block | TSHR antag | uPA surface inh | ELG1 repair inh | BCR signal inh |
| --- | --- | --- | --- | --- | --- | --- | --- | --- | --- | --- | --- |
| Cc1cc(NC(=O)c2ccc(NC(=O)C3CCCO3)cc2)ccc1Br (stereo unspecified) | -14% | -14% | 0.4% | 0% | -12% | -2% | 3% | -17 | -1% | 20% | 5% |
| CCCCOC(=O)Cn1c(=O)c2c(nc(Br)n2Cc2ccccc2)n(C)c1=O | -2% | 13% | -0.3% | -8% | -3% | -14% | -1% | u | 12% | u | 1% |
| CS(=O)(=O)N1CCSC1c1ccc(Br)cc1 (stereo unspecified) | 1% | -7% | 8.9% | -1% | -8% | -9% | -1% | -9 | 5% | u | u |
| CCn1cc(Br)c(C(=O)Nc2sc3c(c2C(N)=O)CCCC3)n1 | 1% | -1% | 0.2% | -3% | 0% | -2% | 0% | -11 | 2% | u | -3% |
| CCn1c(C)nc2cc(C(=O)NNS(=O)(=O)c3cc(Br)ccc3Br)ccc21 | 1% | 3% | 0.2% | 0% | -5% | -29% | 0% | -8 | 4% | -7% | -2% |
